Screening results as filed in PubChem BioAssay.
Pf growth 96h – inhibits malaria parasite growth, 96 h; AID 504834; Potency, µM (titrated, usually from 28.7 µM), inactives show at the highest dose activity change, negative = inhibition, hits mostly inhibitors; 320,000 tested, 6.9% active; P. falciparum luciferase reporter growth, 96 h; also: potency is read from the fitted curve at half-maximal effect; % is scaled to controls: 0 for no effect and ±100 for the full control effect
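Readout is luminescence from an integrated firefly luciferase in P. falciparum. Red cells, 2% hematocrit and 0.05% parasitemia final, were cultured with compound through two parasite generations (96 hours) at 37 C, 5% CO2.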
FBPA Giardia inh – blocks Giardia fructose-bisphosphate aldolase activity; AID 2451; 290,000 tested, 0.71% active; A8B2U2; purified Giardia FBPA; Potency, µM (highest dose often 59.6 µM), inactives show top-dose activity, negative = inhibition, actives largely listed as inhibitors; also: potency is read from the fitted curve at half-maximal effect; % is scaled to controls: 0 for no effect and ±100 for the full control effect; nearly all actives have a fitted effect of over 55% in size
Target sequence (A8B2U2 whole entry, looked up): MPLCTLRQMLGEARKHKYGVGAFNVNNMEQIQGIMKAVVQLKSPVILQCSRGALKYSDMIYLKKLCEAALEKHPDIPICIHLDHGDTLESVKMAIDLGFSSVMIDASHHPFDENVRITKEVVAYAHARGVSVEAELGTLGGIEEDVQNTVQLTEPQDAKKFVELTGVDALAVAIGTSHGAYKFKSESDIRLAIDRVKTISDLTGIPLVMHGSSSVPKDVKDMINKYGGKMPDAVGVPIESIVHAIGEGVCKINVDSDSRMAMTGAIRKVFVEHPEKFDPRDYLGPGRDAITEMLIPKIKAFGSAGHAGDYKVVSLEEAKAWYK
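Giardia FBPA (40 nM reagent) was preincubated 10 min at RT with compound (up to 57.5 uM final), then substrate plus GAPDH/TPI/NAD/arsenate coupling system with diaphorase/resazurin was added; resorufin fluorescence (525/598 nm) was read after 20 min.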
Cycloheximide cs – counter-screen for Shiga toxin inhibitors: cycloheximide protein synthesis inhibition; cell reporter, cycloheximide protein synthesis inhibition counterscreen; max response, %; 300,000 tested, 12% active; in the data active = max response mostly above about 13%, no sharp cut-off; inactive = mostly below about 14%; also: read at 38.3 µM for the half of the compounds with a filed dose; 0% is about no effect
Shiga toxin inh – Shiga toxin inhibition; inhibition, % at 38.7 µM; 290,000 tested, 9.2% active; Vero cells, Shiga toxin protein synthesis inhibition reporter; in the data active = inhibition mostly above about 28%, no sharp cut-off; inactive = mostly below about 43%; also: 0% is about no effect
Sm TGR inh – blocks Schistosoma mansoni thioredoxin glutathione reductase. AID 485364. Potency, µM (highest dose often 114 µM), for inactives: top-dose activity change, negative = inhibition, most hits filed as inhibitors. purified TGR, DTNB reduction, TNB absorbance 405 nm. 360,000 tested, 3% active; also: potency is read from the fitted curve at half-maximal effect; % is scaled to controls: 0 for no effect and ±100 for the full control effect; nearly all actives have a fitted effect of over 60% in size
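Kinetic colorimetric format: TGR-catalysed, NADPH-driven DTNB reduction monitored via TNB absorbance. Enzyme dispensed at 20 nM; compound exposure 15 min at room temperature before reaction start.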
Pf growth 48h – P. falciparum growth inhibition at 48 hours (one generation); P. falciparum luciferase growth in erythrocytes, 48 h; 310,000 tested, 5.9% active; Potency, µM (titrated, usually from 28.7 µM), for inactives: top-dose activity change, negative = inhibition, actives largely listed as inhibitors; also: potency is read from the fitted curve at half-maximal effect; % is scaled to controls: 0 for no effect and ±100 for the full control effect
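Parasite viability was followed by luminescence of a genomically integrated firefly luciferase. Cultures held 0.1% parasitemia at 2% hematocrit (final), incubated under 5% CO2 at 37 C.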
* marks the source's active call; other numbers are inactive results; ? = inconclusive; nt = not tested or not shown; + = active, no number; & = joins results of further samples; [ ] = remark or other dose. Unless noted, calls follow the shape of the dose curve; as a rule, active = well fitted curve in the direction sought with a large enough effect; inconclusive = small, poorly fitted or top-dose-only effect, or another doubt; inactive = no such curve, though single readings can be large; an effect the other way counts as inactive or inconclusive. The order is random. About 24% of those tested had a hit in this group.

SMILES	Pf growth 96h	FBPA Giardia inh	Cycloheximide cs	Shiga toxin inh	Sm TGR inh	Pf growth 48h
CC(Cc1cccnc1)NC(=O)c1cc(COc2c(F)cccc2F)on1 (configuration not stated)	-19.2%	nt	0.3	16.0	0.4%	14.5%
Cc1ccc(-n2c(O)c(C=NCCN3CCNCC3)c(=O)[nH]c2=S)cc1	20.6%	3.9%	-4.7	-5.3	-0.7%	1.8%
COC(=O)Cc1cc(=O)[nH]c(/N=C(\N)Nc2ccccc2)n1	69.6%[activator]	-5.7%	-0.3	18.8	-1.6%	nt
COc1ccc(CCN(C)C(=O)CSc2nc3ncc(Cl)cc3[nH]2)cc1OC	?	-8.9%	-1.8	-3.0	6.1%	-24.2%
CC(=O)c1c(C)[nH]c(C(=O)CN2C(=O)NC(C)(c3ccc4c(c3)OCO4)C2=O)c1C (configuration not stated)	-22.6%	-4.2%	-2.3	-11.0	-38.8%	-35.3%
CC(C(=O)Nc1ccc(C#N)cc1)N1CCN(C(=O)C2CC2)CC1 (configuration not stated)	-5.2%	nt	nt	nt	1.0%	9.6%
OCCC1CN(Cc2cccn2-c2nccs2)CCN1Cc1ccccc1 (configuration not stated)	2.3%	0.1%	-3.2	18.5	-33.9%	-1.8%
O=C(COC(=O)CCSc1ccc(Cl)cc1)NCc1ccccc1Cl	23.3%	13.3%	-1.2	12.3	-13.1%	-7.7%
CC(OC(=O)Cc1n[nH]c(=O)c2ccccc12)C(=O)Nc1cc(Cl)cc(Cl)c1 (configuration not stated)	21.8%	nt	nt	nt	7.8%	-10.0%
Cc1sc2ncnc(NCc3ccco3)c2c1C	9.28µM*	-9.5%	-3.5	6.2	-35.0%	-5.5%
Cc1oc2c(CN3CCCC(C)C3)c(O)ccc2c(=O)c1-c1ccccc1 (configuration not stated)	8.28µM*	-1.2%	3.7	-10.9	-18.2%	6.57µM*
CCN(CC)C(=O)c1ccc(NC(=O)c2c(C)noc2C)cc1	-3.0%	nt	nt	nt	-9.3%	12.3%
NC(=O)c1c(NC(=O)Cc2cccs2)sc2c1CCC2	38.5%	-7.0%	16.1*	19.3*	?	36.1%[activator]
CCCCN(C(=O)c1cc(Cl)nc2ccccc12)c1c(N)n(Cc2ccccc2)c(=O)[nH]c1=O	?	nt	nt	nt	-6.0%	?
CCSc1nnc2nc(C)cc(C)n12	nt	-1.1%	-2.3	31.4	-4.6%	5.6%
O=C(c1cc2ccccc2o1)N1CCCCCC1	17.1%[5.75 µM]	3.3%	45.5*	61.9*	-0.4%	38.9%[activator]
COc1ccc(CNCc2ccc([N+](=O)[O-])cc2)cc1OC	17.5%	?	-2.8	1.4	?	6.9%
Cc1ccn(CCSCC(=O)O)n1	47.4%[activator]	?	-2.3	6.7	0.0%	17.6%
O=C(C[N+]1(CC#Cc2ccccc2)CCOCC1)c1ccc(Cl)cc1	39.7%[activator]	0.9%	8.1	5.6	?	?
Clc1ccc(CNC2CCN(Cc3ccccc3)CC2)cc1	?	?	0.9	nt	4.2%	4.15µM*

Pulled by structure from above, two records:
SMILES	Pf growth 96h	FBPA Giardia inh	Cycloheximide cs	Shiga toxin inh	Sm TGR inh	Pf growth 48h
Cc1ccn(CCSCC(=O)O)n1	47.4%[activator]	?	-2.3	6.7	0.0%	17.6%
Cc1sc2ncnc(NCc3ccco3)c2c1C	9.28µM*	-9.5%	-3.5	6.2	-35.0%	-5.5%

As entered above.
Cc1oc2c(CN3CCCC(C)C3)c(O)ccc2c(=O)c1-c1ccccc1 (configuration not stated) – Sm TGR inh: -18.2%
CC(OC(=O)Cc1n[nH]c(=O)c2ccccc12)C(=O)Nc1cc(Cl)cc(Cl)c1 (configuration not stated) – Pf growth 96h: 21.8%
CC(C(=O)Nc1ccc(C#N)cc1)N1CCN(C(=O)C2CC2)CC1 (configuration not stated) – Pf growth 48h: 9.6%
CCCCN(C(=O)c1cc(Cl)nc2ccccc12)c1c(N)n(Cc2ccccc2)c(=O)[nH]c1=O – Sm TGR inh: -6.0%
NC(=O)c1c(NC(=O)Cc2cccs2)sc2c1CCC2 – FBPA Giardia inh: -7.0%

Remaining list, next part.
SMILES	Pf growth 96h	FBPA Giardia inh	Cycloheximide cs	Shiga toxin inh	Sm TGR inh	Pf growth 48h
CCCCC(=O)Nc1nn(CCC)c2nc3ccccc3cc12	?	1.8%	-2.7	-6.2	-0.7%	11.7µM*
O=Cc1ccc(Cl)c(Cl)c1	41.1%[activator]	nt	nt	nt	-2.7%	8.7%
COc1cc([N+](=O)[O-])ccc1NC(=S)NCc1ccccn1	19.3%	-11.0%	-2.2	-4.5	0.7%	17.5%
Cc1cc(F)ccc1S(=O)(=O)NCC(c1cccnc1)N1CCc2ccccc21 (configuration not stated)	75.5%[activator]	4.2%	-2.5	-1.2	-24.3%	?
COc1ccccc1Cn1nnc2c(=O)[nH]c(C3CCN(C(=O)c4ccc(F)cc4)CC3)nc21	-21.4%	0.1%	10.3	-18.6	-9.3%	11.7µM*
O=C1NC(=O)[C@]2(Cc3ccccc3N3CCN(c4ccccc4)CC32)C(=O)N1c1ccccc1 (some centres not stated)	-5.3%	0.2%	25.0*	75.9*	-9.6%	?
CCSc1nc2cc(C(=O)OC)ccc2c(=O)n1CC	2.0%	0.0%	-3.7	-10.7	-12.4%	-26.7%
O=C(NC1CCCCC1)c1ccc(S(=O)(=O)c2ccccc2)cc1	?	8.7%	-0.9	6.6	3.6%	-27.4%
COc1ccc(/C=C(/C#N)C(=O)Nc2ccc(C)cc2C)cc1C(=O)O	-10.1%	3.7%	-1.4	-8.0	-0.8%	-7.0%
C=CC(=O)NC(C)(C)Cc1ccccc1	41.0%[activator]	-0.2%	-2.8	-12.7	?	7.2%
COc1cccc(NC2=NC3(CCCCC3)N=C(N)N2)c1	?	1.6%	-1.7	2.3	0.0%	?
CCCCCC(O)(c1ccc(OC)cc1)C(CN1CCOCC1)c1ccccc1 (configuration not stated)	8.0%	-13.9%	-3.4	-6.4	9.2%	1.65µM*
Cc1noc(C)c1CSc1ccc(Br)cc1	2.6%	-3.3%	9.7	-9.4	-0.2%	?
O=C(CCSCc1ccccc1Cl)N1CCN(c2ccccn2)CC1	0.0%	-0.5%	41.2*	43.7*	4.4%	17.9%
Cc1noc(C)c1COC(=O)c1cc2c3ccccc3n(C)c2s1	?	1.1%	9.1	12.4	?	?
O=C(COC(=O)c1ccccc1Br)Nc1cc(S(=O)(=O)N2CCOCC2)ccc1N1CCCC1	?	-3.4%	-1.3	17.3	-11.2%	?
Cc1ccc(C(=O)c2ccc(N3CCOCC3)c(F)c2)cc1	6.9%	-4.3%	61.9*	65.5*	-2.5%	87.4%[activator]
O=C(CNc1ccc2ccccc2c1)N/N=C/c1ccccn1	-0.6%	?	7.0	2.5	1.0%	?
COc1cc(CN2CCN(C(=O)c3ccccc3F)CC2)cc(OC)c1OC	6.8%	28.2µM*	-1.2	-11.7	0.1%	-6.1%
CC1CCN(c2c(NCC3CCC(C(=O)NCCc4ccccc4)CC3)c(=O)c2=O)CC1 (configuration not stated)	?	5.1%	-1.8	-15.6	-3.2%	-19.7%
CCc1ccc(/C=C2/SC(=S)N(CCC(=O)Nc3ccc(C(=O)O)cc3)C2=O)cc1	-11.1%	-0.2%	-1.9	-10.9	-1.5%	50.6%[activator]
O=C(Cc1ccccc1)N/N=C/c1ccc(-c2ccc([N+](=O)[O-])cc2)o1	27.4%	-0.8%	0.6	-0.4	5.8%	15.6%
CCOC(=O)N1CCN(C(=O)/C=C/c2ccc(OC)cc2)CC1	41.6%[activator]	-7.8%	10.3	-2.0	-13.8%	41.6%
O=[N+]([O-])c1cccc(S(=O)(=O)NCc2ccccn2)c1	15.5%	-4.8%	-2.4	-7.3	-6.1%	?
Cc1cc2oc(=O)cc(CSc3nc(N)cc(N)n3)c2cc1C(C)C	?	7.4%	-7.3	-20.7	1.2%	nt
Cc1cc[n+](CC(=O)c2cc3ccccc3oc2=O)cc1	?	-10.0%	60.4*	+	?	0.7%
COc1cccc(NC(=O)CSc2ncnc3c2oc2ccccc23)c1	-20.7%	-0.4%	-3.7	8.2	?	nt
CCN(CC)C(=O)CSc1nnc(-c2ccccn2)n1-c1ccccc1OC	0.0%	1.1%	-3.2	-2.1	0.7%	-9.9%
CC1(c2cccc(Br)c2)NC(=O)NC1=O (configuration not stated)	7.9%	-4.1%	-2.1	-8.3	7.8%	5.3%
Cc1ccc(C(=O)NC2CC3CCC(C2)N3C)cc1 (configuration not stated)	6.2%	nt	nt	nt	-0.8%	-6.7%
CCOc1ccc(C(C)=O)cc1Cn1c(=O)oc2ccccc21	-2.7%	6.8%	3.0	-7.6	-11.3%	-10.5%
N#CC(c1cccc(Cl)c1)c1ncc(C(F)(F)F)cc1Cl (configuration not stated)	17.7%	-6.7%	-1.1	1.2	3.8%	18.5%
Cc1ccc2cc(CN(Cc3ccco3)C(=O)NC3CCCCC3)c(=O)[nH]c2c1C	-14.4%	0.0%	-1.1	3.6	-3.5%	11.7µM*
COC(=O)CCc1nc2ccccc2nc1OC	27.2%	-2.0%	-0.4	-6.4	6.4%	8.6%
O=C(CSc1nnc(-c2c[nH]c3ccccc23)o1)c1ccc(-c2ccccc2)cc1	0.4%	-0.2%	6.9	3.3	0.1%	22.2%
O=S(=O)(NCCN1CCOCC1)c1ccc(F)c(Cl)c1	24.4%	-9.3%	-1.2	-2.1	-0.6%	26.4%
COc1ccccc1-n1cc(CN2CCCC(CO)(Cc3cccc(Cl)c3)C2)cn1 (configuration not stated)	1.1%	4.0%	-2.0	10.3	0.9%	0.0%
CC(CCc1ccco1)NC(=O)Cn1ncc2c1-c1ccccc1OC2 (configuration not stated)	6.5%	-3.1%	-2.2	14.2	50.1µM*	-13.9%
O=[N+]([O-])c1ccccc1OCCCOc1cccc2cccnc12	-25.4%	-27.7%	28.7*	nt	0.9%	27.9%
CCOC(=O)/C=C/c1ccc2oc3ccccc3c(=O)c2c1	108.3%[activator]	-13.6%	49.0*	75.5*	-16.5%	236.1%[activator]
c1csc(Cn2c(-c3cccs3)nc3ccccc32)c1	-0.3%	0.1%	-3.9	-3.3	-0.3%	nt
O=C(CNC1CCCCC1)Nc1cc(S(=O)(=O)N2CCOCC2)ccc1Cl	3.8%	1.8%	-2.2	1.9	-10.2%	-14.3%
Cc1nnc(NC(=O)CSc2nccn2-c2cccc(C)c2C)s1	?	-1.0%	-2.3	-9.2	-2.3%	nt
COc1ccc(OC)c(C2=NS(=O)(=O)N(C)C(C(=O)Nc3ccc(C(C)=O)cc3)=C2)c1	-0.7%	-4.4%	7.0	3.1	-13.2%&-1.0%	-0.5%
CC(=C/C(=O)O)/C=C/c1ccco1	?	-13.8%	-3.0	-9.9	7.94µM*	?
CC(C)Cn1c(CCCNC(=O)c2ccco2)nc2ccccc21	46.8%[activator]	nt	-2.0	23.8	3.8%	11.9%
Cc1ccc(Cn2c(SCC(=O)Nc3cccc(C)n3)nc3c2c(=O)n(C)c(=O)n3C)cc1	122.6%[activator]	5.0%	0.6	-18.1	0.5%	12.9%
Clc1cccc(CON/C=N/c2ncnc3sccc23)c1	42.0%	0.3%	-2.4	3.8	-0.1%	?

Arranged by count of non-hydrogen atoms (smallest number first): part of the list above.
SMILES	Pf growth 96h	FBPA Giardia inh	Cycloheximide cs	Shiga toxin inh	Sm TGR inh	Pf growth 48h
NC(=O)c1c(NC(=O)Cc2cccs2)sc2c1CCC2	38.5%	-7.0%	16.1*	19.3*	?	36.1%[activator]
CCOc1ccc(C(C)=O)cc1Cn1c(=O)oc2ccccc21	-2.7%	6.8%	3.0	-7.6	-11.3%	-10.5%
CC(Cc1cccnc1)NC(=O)c1cc(COc2c(F)cccc2F)on1 (configuration not stated)	-19.2%	nt	0.3	16.0	0.4%	14.5%
